NS5 inhibitors = flavivirus cap methylation enzyme inhibition – biochemical, confirmation dose response, primary screen (AID 588689). Dengue-2 NS5 methyltransferase capping enzyme assay, biochemical; higher % means a stronger effect. one-dose inhibition, % at 25 µM; IC50 in µM for titrated hits. 0.3% of 340,000 active; in the data active = a potency from the dose series; inconclusive = inhibition above about 29% without an active follow-up result
K1F lysis inhibition = protection from phage-mediated lysis, alamar blue read-out – E. coli UTI89, K1F phage, bacterial capsule biogenesis inhibitors (AID 488966). E. coli UTI89 K1F phage lysis, alamar blue, 2 h; higher % means a stronger effect. inhibition, % at 100 µM; hits with a dose series show IC50 in µM. 0.02% of 340,000 active;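 active = phage lysis inhibition, versus mean bacterial control, above a set limit; inconclusive = no clear call, values can overlap the other calls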;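 note: capsule biogenesis inhibitors block K1F phage lysis so surviving cells raise fluorescence; higher fluorescence means more inhibition of phage lysis; actives were called in the ten point dose series up to 300 µM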
Rac1 GTP hydrolysis = MgcRacGAP GTPase-activating activity inhibitors, confirmation, biochemical, ADP Hunter fluorescence | MgcRacGAP-stimulated Rac1 GTP hydrolysis, ADP Hunter fluorescence; higher % means a stronger effect; GST-tagged Rac1 F28L mutant substrate | one-dose inhibition, % at 30 µM; IC50 in µM for titrated hits | 0.6% of 340,000 active | AID 624330;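 active = first-screen hits whose inhibition reached a set limit at any dose in the follow-up dose series; inconclusive = inhibition above the set first-screen limit but never retested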;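 note: fluorescence reports GDP produced by GAP-driven GTP hydrolysis; strong numbers were not always called active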
NS5 inhibitors pilot replicate = recorded beside NS5 inhibitors, whose call it bears; inhibition, %; measured here: pilot screen replicate inhibition
* = called active by the depositor; ? = inconclusive; [ ] = remark or other dose.

SMILES | NS5 inhibitors | K1F lysis inhibition | Rac1 GTP hydrolysis | others
COc1cccc(CNC[C@H]2O[C@@H](n3cnc(C(N)=O)n3)[C@H](O)[C@@H]2O)c1OCc1ccc(F)cc1Cl | -1% | 0.3% | -8%
C#CCOCCOCCOCCNc1nc(N2CCOCC2)nc(N2CCN(C(=O)[C@H](CCCCN)n3cc(CCCC)nn3)CC2)n1 | -6% | 4.5% | 8%
CN(C)c1ccc(C=C2SC(=S)NC2=O)cc1 | -26% | 1.6% | 9%
CC(C)C(=NO)c1ccccc1 | -2% | -1.1% | -1%
Cc1ccc2c(c1)S(=O)(=O)c1ccc3ccccc3c1N2 | 9% | -0.4% | 2%
C=C1C(=O)C2=CC1CCC(=O)C1(C)CCC(OC(C)=O)C(C)(C)C1CC2O (stereo unspecified) | -42% | 1.1% | 7%
c1csc(-c2nn3c(C4CCCCC4)nnc3s2)c1 | -15% | 0.6% | 6%
COc1ccc(C=O)c(OCc2cn(CC(=O)c3ccc(O)cc3)nn2)c1 | 1% | -0.2% | 7%
Cc1cccc(Nc2c(O)nc[nH]c2=O)c1 | 0% | 1.6% | 7%
N#CC(=C(O)COC(=O)c1ccc2c(c1)OCCO2)c1nc2ccccc2[nH]1 | -19% | -3.5% | 5%
Cc1c(N)cc2c(c1N)C(C)(C)CC2(C)C | 4% | 1.9% | 1%
Oc1cc(CNCc2ccccc2)c(O)cc1CNCc1ccccc1 | 37µM* | 3.9% | 15%
O=C1CCC[C@@H]2[C@H](Cc3ccccc3)[C@@H](O)C[C@@H]3CCN1[C@@H]32 | -1% | 0.0% | 1%
Cc1ccc(Nc2nnc(SCC(O)=C(C#N)c3nc4ccccc4[nH]3)s2)c(C)c1 | -2% | -2.0% | 13%
CN(N=C(c1ccccc1)c1ccccc1)c1ccccc1 | -5% | -2.2% | -2%
CC(SC(C)C(=O)NN=Cc1cccc(F)c1)C(=O)NN=Cc1cccc(F)c1 (stereo unspecified) | -3% | 1.1% | 4%
CC(C)N1CCN(c2ccc(OCC3COC(Cn4cncn4)(c4ccc(Cl)cc4Cl)O3)cc2)CC1 (stereo unspecified) | -6% | 0.1% | 7%
CCn1cnc2cc(NC(=O)COc3ccc(C)cc3)ccc21 | -18% | 0.2% | 4%
O=c1[nH]c(=O)n(C(c2ccccc2)(c2ccccc2)c2ccccc2)cc1N(CCO)CCO | 8% | 1.8% | 8%
CN(c1ccccc1)S(=O)(=O)c1ccc(NC(=O)CC(=O)c2ccccc2)cc1 | -2% | 2.7% | 1%
C=CCN1CCOc2ccc(C)cc2S1(=O)=O | -4% | 3.8% | 9%
CSCCC(NC(=O)COc1ccccc1)C(=O)N1CCN(c2cccc(C(F)(F)F)c2)CC1 (stereo unspecified) | -14% | -0.9%[50 µM] | -2%
Cc1ccc(NC(=O)c2ccco2)nc1 | -1% | 0.7%[50 µM] | -3%
Cc1cc(=O)n(C(C)Cc2ccccc2)n1C(C)Cc1ccccc1 (stereo unspecified) | 5% | 4.0% | -6%

Quoted at random: 3 entries already listed, in no set order.
SMILES | NS5 inhibitors | K1F lysis inhibition | Rac1 GTP hydrolysis | others
Cc1ccc(NC(=O)c2ccco2)nc1 | -1% | 0.7%[50 µM] | -3%
CC(SC(C)C(=O)NN=Cc1cccc(F)c1)C(=O)NN=Cc1cccc(F)c1 (stereo unspecified) | -3% | 1.1% | 4%
CSCCC(NC(=O)COc1ccccc1)C(=O)N1CCN(c2cccc(C(F)(F)F)c2)CC1 (stereo unspecified) | -14% | -0.9%[50 µM] | -2%

Back to the main list, starting 2 compounds before the break.
SMILES | NS5 inhibitors | K1F lysis inhibition | Rac1 GTP hydrolysis | others
Cc1ccc(NC(=O)c2ccco2)nc1 | -1% | 0.7%[50 µM] | -3%
Cc1cc(=O)n(C(C)Cc2ccccc2)n1C(C)Cc1ccccc1 (stereo unspecified) | 5% | 4.0% | -6%
CN(c1ccccc1)c1ccc(/C=C(/CCC(=O)O)c2nc3ccccc3s2)cc1[N+](=O)[O-] | 48µM* | -0.6% | 12%
Cc1ccc(NS(=O)(=O)c2ccc(C)c(C(=O)Nc3ccc(S(=O)(=O)Nc4onc(C)c4C)cc3)c2)cc1 | 9% | -0.3%[50 µM] | 6%
Cn1c(-c2ccccc2)cc(=O)n1-c1ccccc1 | 1% | -2.2% | 10%
CC(C)CNc1ncnc2[nH]ncc12 | 7% | -1.6% | -12%
CCOC(=O)C(Cc1c[nH]c2ccc([N+](=O)[O-])cc12)(NC(C)=O)C(=O)OCC | -8% | -4.0% | 1%
CCOc1ccc(/C(O)=C2\C(=O)C(=O)N(CCN(C)C)C2c2cc(OC)ccc2OC)cc1Cl (stereo unspecified) | -6% | -0.5% | 3%
COC(=O)C1=C(C(=O)OC)C(C(=O)OC)C(C(=O)OC)C(C(=O)OC)(C(=O)OC)C(C(=O)OC)=C1C(=O)OC (stereo unspecified) | -31% | 0.6% | -6%
Cc1ccc(S(=O)(=O)/N=C2\C=C(NS(=O)(=O)c3ccccc3)C(=O)c3ccccc32)c(C)c1 | 13% | -0.6% | 5%
COC1=C(OC)C(=O)C(Sc2ccc3ccccc3c2)=CC1=O | 5.1µM* | -3.1% | -15%
O=[N+]([O-])c1ccc(COc2cccc(CN3CCOCC3)c2)cc1 | -4% | -0.1% | 4% | NS5 inhibitors pilot replicate=1.5
COc1ccc(NC(=O)CN(C)C(=O)C2CC(=O)N(CCc3ccc(OC)c(OC)c3)C2)cc1 (stereo unspecified) | -8% | 1.2%[50 µM] | 4%
c1ccc(-c2ccncn2)cc1 | -4% | -1.4% | -1%
CN(C(=O)C=Cc1ccccc1)c1ccccc1 | -2% | 4.1% | 2%
CCOC(=O)c1ccc(S(=O)(=O)N2CCC(C(=O)N3CCN(c4ccccc4OC)CC3)CC2)cc1 | -1% | -0.4%[50 µM] | 1%
COc1ccc(-c2cc(-c3ccccc3)nc(N)n2)c(O)c1 | -5% | 3.3% | 10%
Cc1cc(=O)[nH]c(NN=Cc2c(Cl)cccc2Cl)n1 | 0% | 0.9% | -8%
COc1ccccc1C(=O)C(=O)c1ccccc1OC | 2% | 1.8% | 6%
CC(C)CN(C(=O)COC(=O)c1ccccc1SCC(=O)N1CCCC1)C1CCS(=O)(=O)C1 (stereo unspecified) | -6% | 0.1%[50 µM] | 8%
CC(C)(C)OC(=O)N(CCc1ccccc1)Cc1ccc(OCc2cccc(NC(=O)/C=C/c3ccccc3)c2)cc1 | 0% | 0.1% | -5% | NS5 inhibitors pilot replicate=0.3
Cc1cnc(C=NNC(N)=S)c2cccc(N)c12 | 49% | 3.4% | -93%
O=C(CC(=O)NN=Cc1ccc2c(c1)CCC2)NN=Cc1ccc2c(c1)CCC2 | 9% | 5.2% | 2%
CCOC(=O)CC1=CCc2c1ccc(OC)c2OC | 1% | 1.0% | -17%
CCCCN1CC(COCc2ccccc2)OCCS1(=O)=O (stereo unspecified) | -2% | 0.1% | 12% | NS5 inhibitors pilot replicate=-5.5
C=CC(=O)Nc1ccc(Nc2ccnc(Nc3ccc(N4CCN(C)CC4)cc3)n2)cc1 | -2% | 7.0% | ?
O=C(/C=C/c1ccccc1)Nc1cccc(C(=O)NCCCCc2ccccc2)c1 | -6% | 0.0% | 10% | NS5 inhibitors pilot replicate=-2.7
CCN1C[C@@H]2[C@@H]3C(=O)N(C)C(=O)[C@@H]3[C@](C)(C1=O)N2C(=O)c1ccc(C(F)(F)F)cc1 | -4% | 0.3% | 2%
CCN(c1ccccc1)S(=O)(=O)c1cccc(C(=O)NCC(c2ccc(F)cc2)N2CCOCC2)c1 (stereo unspecified) | -5% | -0.3%[50 µM] | 12%
O=C(O)c1nnsc1-c1csnn1 | 2% | 0.6% | 5%
Cn1c(=O)c2[nH]c(CCCCc3nc4ccccc4[nH]3)nc2n(C)c1=O | -5% | 2.5% | 0%
COc1cc(-c2nccc3cc4c(cc23)OCO4)cc(OC)c1OC | 1% | 4.0% | -4%
Cc1ccc(NCC2(N=Cc3ccccc3)OC(CO)C(O)C2O)cc1 (stereo unspecified) | 5% | 13% | -14%
COc1ccc(CCNCc2ccc(-c3ccccc3)cc2)cc1OC | 7% | -0.7% | -4%
Nc1ncnc2c1ncn2-c1ccccc1Cl | 6% | -0.9% | 5%
CC(C)C(=O)Nc1ccc(COc2ccccc2CN(Cc2ccccc2)C(=O)OC(C)(C)C)cc1 | 2% | 0.1% | 8%
COc1ccccc1-c1cccc([C@@H]2C[C@H]3[C@H](CON3C)CN2Cc2ccccc2)c1 | 1% | 0.1% | 4%
O=C1CCCCC1(O)Cc1ccc2c(c1)OCO2 (stereo unspecified) | -4% | -2.1% | 0%
O=S(=O)(Nc1ccc(Cl)cc1NS(=O)(=O)c1ccccc1)c1ccccc1 | 8% | -4.0% | 2%
CCCCOP(=O)(OCCCC)C1(C)CC(=O)CC(C)(C)C1 (stereo unspecified) | -5% | 0.2% | 0%
CC(C)OC(=O)c1ccc(NCc2cc(O)ccc2O)cc1 | -3% | 15% | 25%
O=C1C[C@@H]2c3c(cccc3CN1Cc1ccccc1F)C[C@@H](O)[C@H]2O | 2% | 0.4% | 1%
CCN(CC)S(=O)(=O)c1ccc(N2CCN(C)CC2)c(NC(=O)CN2C(=O)NC3(CCCCC3)C2=O)c1 | 7% | 0.9%[50 µM] | 0%
NC1=NN(c2c(Cl)cc(Cl)cc2Cl)C(=O)C1 | -6% | -1.3% | 3%
CCC(C)c1c(NS(=O)(=O)c2ccc(C)cc2)o[nH]c1=O (stereo unspecified) | -4% | -0.8% | 4%
O=C(c1ccccc1)C1(c2ccccc2)OC1c1ccccc1 (stereo unspecified) | 8% | -0.9% | 3%
C[C@H](O)[C@@H]1C(=O)N2CCc3ccc(N4CCN(C)CC4)cc3[C@@H]2C[C@@H]1N(C)C(=O)NC1CCCCC1 | 4% | 0.0% | 8%
COC(=O)[C@]1(Cc2ccccc2)N[C@H](c2ccc(-c3cccc(Cl)c3)c(OC)c2)[C@@H]2C(=O)N(C)C(=O)[C@@H]21 | -11% | 3.3% | 8%
Nc1ccc2cccc(O)c2c1 | 3% | -1.1% | -3%
O=C(CN1CCN(S(=O)(=O)c2ccc(F)c(Cl)c2)CC1)N1CCc2ccccc2C1 | 1% | -0.2%[50 µM] | 3%
COc1cc(O)c(C=Nc2ccccc2NS(=O)(=O)c2ccc(C)cc2)c(OC)c1 | 9% | ? | 4%
Cc1cc(C([O-])=C(C(=S)Nc2ccccc2)[n+]2ccccc2)c(C)n1-c1ccccc1 | 0% | -3.0% | 14%
C#CCOCCOCCOCCNc1nc(N2CCN(C(=O)[C@H](C(C)C)n3cc(CCO)nn3)CC2)nc(N2CCN(C(=O)[C@H](C)n3cc(CCCN=C(N)N)nn3)CC2)n1 | -10% | 3.3% | 6%
Nc1ccc2c(c1)C(O)c1ccc(Cl)cc1-2 (stereo unspecified) | 1% | -0.7% | 22%
Cc1cccc(CNc2ncnc3[nH]ncc23)c1 | 7% | -0.4% | 2%
CC(C)C[C@@H](CN1CCC[C@@H]1CN1C(=O)C(=O)NC[C@@H]1Cc1ccccc1)N1C[C@H](Cc2ccc(O)cc2)N(CC2CCCCCC2)C(=O)C1=O | -3% | 0.1% | 8%
C=C1C(=O)O[C@H]2C[C@H]1[C@@H](OC(C)=O)C/C(C)=C/CC/C(C)=C\CC[C@]2(C)O | -22% | 0.2% | 19% | NS5 inhibitors pilot replicate=-2.5
O=C(Nc1ccc(S(=O)(=O)N2CCOCC2)cc1)C1CCN(S(=O)(=O)c2ccc(Cl)cc2)CC1 | 4% | 2.1%[50 µM] | 5%
c1ccc(CNCCCn2cnc3c(OCc4ccccc4)ncnc32)cc1 | -11% | 0.1% | 1%
CCN(CC)CCNC(=O)c1ccc(NC(=O)c2cccc(S(=O)(=O)N(C)C3CCCCC3)c2)cc1 | 1% | 1.4%[50 µM] | 11%
Cc1ccc2c(Cl)c(C)c(N3CCOCC3)nc2n1 | -3% | -0.3% | -5%
CC1(C)Cc2c(c(N3CCOCC3)nc3sc4c(NCCN)ncnc4c23)CO1 | -9% | -0.7% | -10%
(cont.)
SMILES | NS5 inhibitors | K1F lysis inhibition | Rac1 GTP hydrolysis | others
Cc1nc2ccc(Cl)cc2[nH]1 | -2% | 1.2%[50 µM] | 3%
CCN1C[C@@H]2[C@@H]3C(=O)N(C)C(=O)[C@@H]3[C@](C)(C1=O)N2C(=O)c1ccc(C(C)(C)C)cc1 | -1% | 3.1% | 7%
CCC(CC)n1c(C)cc(=O)n1C(CC)CC | 4% | 1.2% | 5%
CN(C(=O)c1ccc(NC(=O)Cc2cccc(NC(=O)C3CCCN(C(=O)CCc4ccccc4)C3)c2)cc1)C1CC1 (stereo unspecified) | 1% | -0.1% | -21%
Clc1cccc(N2CCN(CCCN3CCN(c4ccccc4)CC3)CC2)c1 | -7% | -2.8% | 8%
O=C(c1ccc(Br)c(S(=O)(=O)N2CCOCC2)c1)N1CCN(C/C=C/c2ccccc2)CC1 | -5% | -0.3%[50 µM] | 1%

Screens (PubChem BioAssay)

Some of the compounds tested (hit frequency here may not be typical).
